Screens: PubChem BioAssay, several laboratories
PfHsp40 rescue – rescue of yeast from PfHsp40 toxicity, primary screen, S. cerevisiae, ATP luminescence; S. cerevisiae expressing PfHsp40, growth rescue; growth rescue, % at 12.5 µM; 340,000 compounds, 0.68% hits; AID 504582, 2011; in the data active = growth rescue above about 28%, passing the limit was not always enough; inconclusive = no clear call, values can overlap the other calls;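 note: yeast W303a lacking pdr1 and pdr3 grown in galactose medium; growth measured after three days at 30 °C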
PrPC surface inh – inhibitors of human cell surface prion protein PrPC, primary screen, cell-based, TR-FRET. Major prion protein (Homo sapiens), P04156. TR-FRET read-out. inhibition, % at 13.8 µM. 370,000 compounds, 0.43% hits. AID 720596, 2013; in the data active = inhibition above about 24%; note: 0% = median of the test wells and 100% = reference compound wells
SARS 3CLpro inh – SARS-CoV 3CLpro protease inhibitors, primary screen, biochemical, quenched FRET; recombinant SARS-CoV 3CLpro, quenched FRET peptide cleavage; 290,000 compounds, 0.14% hits; inhibition, % at 6 µM; in the data active = inhibition above about 12%
Yp Topo-I inh – Yersinia pestis topoisomerase I inhibitors, primary screen, biochemical, cleavage product accumulation, plate reader, single point | DNA topoisomerase I (Yersinia pestis CO92) | Y. pestis Topo-I cleavage product accumulation | activity, % at 10 µM | 360,000 compounds, 0.064% hits | AID 504884, 2011; in the data active = activity above about 50%, passing the limit was not always enough; inconclusive = no clear call, values can overlap the other calls; note: inactives centre near 2
Anthrax LF inh2 – Bacillus anthracis LF protease inhibitors, primary screen, biochemical, multiplex microsphere, MLPCN library; 360,000 compounds, 0.12% hits; AID 588501, 2011; multiplex microsphere protease cleavage assay; Lethal factor (Bacillus anthracis), P15917; inhibition, % at 10 µM; note: plate controls were buffer without enzyme for full effect and enzyme alone for no effect
BoNT A protease – BoNT/A light chain protease inhibitors, primary screen, biochemical, flow cytometry, MLPCN library; 360,000 compounds, 0.17% hits; inhibition, % at 10 µM; Botulinum neurotoxin type A light chain protease (Clostridium botulinum A str. ATCC 3502); multiplex microsphere protease substrate cleavage; note: plate controls were buffer without enzyme for full effect and enzyme alone for no effect
Vc quorum ag – inducers of Vibrio cholerae quorum light production without autoinducers, primary screen, BH1578 luxS cqsA deficient, single point | V. cholerae BH1578 lux reporter, luminescence, 6 h | activation, % at 18.7 µM | 350,000 compounds, 0.16% hits; in the data active = activation mostly above about 9.7%, no sharp cut-off; inconclusive = no clear call, values can overlap the other calls; inactive = mostly below about 3.7%; note: not every result past the cut was called active; inactives centre near 0; reference of the scale not given here
TcdB inh – TcdB glycohydrolase inhibitors, primary screen, biochemical, single point, plate reader | Toxin B (Clostridioides difficile), P18177 | TcdB glycohydrolase enzymatic assay | inhibition, % at 9.99 µM | 350,000 compounds, 0.24% hits | AID 652162, 2013; in the data active = inhibition above about 10%
SSB-PriA inh – inhibitors of Klebsiella pneumoniae PriA binding to SSB C-terminal tail, primary screen, biochemical, AlphaScreen. inhibition, % at 33 µM. PriA–SSB C-terminal tail interaction (Klebsiella pneumoniae). 430,000 compounds, 0.6% hits. AlphaScreen SSBct-PriA binding, biotinylated peptide. AID 1272365, 2023; in the data active = inhibition mostly above about 37%, no sharp cut-off; inactive = mostly below about 20%;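 note: plate controls were negative control peptide for no effect and reference peptide for full effect; strong numbers were not always called active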
* = called active by the depositor; i = inactive; ? = inconclusive; / = not tested or not shown; & = joins results of further samples. Cut-off read from the data, not from the text of the source, unless noted: active = inhibition above about 30%; inconclusive = no clear call, values can overlap the other calls; inactive = below that. Some of the compounds tested; rates above refer to the full screens.

SMILES	PfHsp40 rescue	PrPC surface inh	SARS 3CLpro inh	Yp Topo-I inh	Anthrax LF inh2	BoNT A protease	Vc quorum ag	TcdB inh	SSB-PriA inh
CCN(CC)S(=O)(=O)c1cccc(NC(=O)COC(=O)c2cc(=O)c3ccccc3o2)c1	1.7	12	-1	-9	-2	-0.3	-0.5	-0.6	5
Cc1ccc(/C=N/n2c(C3CCCCC3)n[nH]c2=S)o1	-0.1	5	1	2	2	-0.5	-0.2	0.5	/
CCN(CC)S(=O)(=O)c1ccc2oc(C(=O)NCC3COc4ccccc4O3)c(C)c2c1 (stereo not given)	6.1	-2	2	47	-11	-2.7	i	/	12
COc1cccc(NS(=O)(=O)c2ccc3c(c2)CC(=O)N3)c1	-1.4	3	/	-9	-9	0.3	-0.9	1.0	0
CC(=O)Nc1ccc(NC(=O)CSc2nc(=O)n(Cc3ccncc3)c3c2CCC3)cc1	-0.1	-4	/	9	-3	1.3	i	-1.0	-8
CC(=O)Nc1ccc(/C(C)=N/NC(=O)CN(c2ccccc2Br)S(C)(=O)=O)cc1	-1.3	-2	2	5	1	-0.3	-2.7	/	/
COc1ccc(CNC(=O)CN(Cc2ccco2)C(=O)CNS(=O)(=O)c2ccc(C)cc2)cc1	-0.3	-5	0	22	-6	2.1	3.1	1.6	0
CSC(=CC(=O)c1ccccc1)SC	0.9	2	-5	9	-2	2.1	0.6	0.5	-12
CC1CN=C(N(C(=O)Nc2ccccc2)C(C)c2ccccc2)S1 (stereo not given)	0.7	9	2	3	9	0.2	-0.6	-1.2	-12
COc1ccccc1/C=C/C(=O)OCC(=O)NC1CCS(=O)(=O)C1 (stereo not given)	-1.5	-2	/	2	-8	-0.6	/	0.7	-4
COc1cccc(OCC(O)CN2CCN(CCN3C(=O)c4cccc5cccc(c45)C3=O)CC2)c1 (stereo not given)	0.2	-38	-2	11	2	0.1	i	1.1	24
O=C(O)c1cccnc1	-1.3	-9	1	0	-2	-0.9	i	1.2	7
CCOc1ccccc1OCCOCCOc1c(Cl)cccc1Cl	2.5	-9	5	23	-3	0.2	-0.1	/	-29
O=C(Cn1nc(-c2ccccc2)ccc1=O)N1CCCCC1	-0.8	0	-7	-4	3	1.6	0.2	1.5	0
Cc1n[nH]c(=O)n(N=Cc2cccs2)c1=O	/	-9	/	4	-2	0.1	i	0.7	/
C=CC[C@H](CC(=O)OC(C)(C)C)C(=O)OC[C@@H]1CCCN1C(=O)[C@@H](CC=C)CC(=O)N[C@H](CO)Cc1ccccc1	?	1	/	14	1	-0.4	-0.3	0.0	-3
CC(=O)c1cccc(NC(=S)NCc2ccco2)c1	-2.1	-3	6	-6	-1	-3.0	-0.4	0.8	5
COCc1cc(/C=N\NC(=O)c2ccc(Cl)cc2)ccc1OC	0.5	14	4	6	-1	-1.6	i	/	/
CCN(c1ccc(NC(=O)COC(=O)c2cccs2)cc1)C(C)C	0.6	-1	5	0	-7	0.7	i	/	35
COc1ccc(OCCSc2nc(N)cc(=O)[nH]2)cc1	-1.0	7	0	1	-11	-0.8	i	-1.0	-4
CCOC(=O)N(C)OC(=O)Nc1ccc(Cl)c(Cl)c1	3.6	1	3	1	-4	-1.4	-0.4	/	-3
CCOC(=O)CSc1nnc(CSc2nc(N)c3c(C)c(C)sc3n2)n1-c1ccccc1	1.4	-1	2	28	0	-0.1	-0.4	0.4	4&25
C#Cc1ccc([C@@H]2C=C(C(=O)OCC=C)O[C@H](OCC)[C@H]2CCCO)cc1	-0.1	11	6	22	-6	0.1	-0.3	0.8&0.4	-5
O=C(O)C(Cl)(Cl)Cl	/	-3	/	1	0	-0.4	-0.4	1.4	-3
O=C(COC(=O)c1ccc(S(=O)(=O)NCc2ccco2)cc1)Nc1ccccc1	0.4	9	/	3	-4	0.6	-2.9	2.5	1
Other records:
SMILES	PfHsp40 rescue	PrPC surface inh	SARS 3CLpro inh	Yp Topo-I inh	Anthrax LF inh2	BoNT A protease	Vc quorum ag	TcdB inh	SSB-PriA inh
Cc1ccsc1CNC12CC3CC(CC(C3)C1)C2	1.0	4	1	-13	-2	-0.1	i	1.3	-4
Cc1cccc(Nc2nc3c(S(=O)(=O)c4ccccc4)nnn3c3ccccc23)c1	-1.9	-2	-3	-4	2	0.1	-0.2	2.5	-13
Cc1cccc(N=C2CCCC2C(=O)Nc2cccc(C)c2C)c1C (stereo not given)	-0.1	9	/	4	-4	-0.1	i	0.6	-15
O=C(NCCCn1ccnc1)c1noc2c1CCc1ccccc1-2	1.8	7	-2	6	-3	-0.5	-0.5	/	1
NC(=S)N/N=C1\CC(n2nnnc2-c2ccccc2)C2COC1O2 (stereo not given)	2.0	2	0	-4	-9	-0.6	i	-0.1	/
C#CCO[C@@H]1C[C@H](n2cnc3c(=O)[nH]c(NC(=O)C(C)C)nc32)O[C@@H]1CO	-1.0	0	/	-2	-1	-0.4	0.0	1.2	-1
COc1ccccc1NC1=C(Cl)C(=O)N(C2CCCCC2)C1=O	4.4	2	-3	-9	9	16	i	/	6
COc1ccccc1NS(=O)(=O)c1cccc(NC(=O)c2nn(C)c(=O)c3ccccc23)c1	1.7	-6	/	14	/	/	-0.3	-0.5	0
Cc1ccc(C2=NOC(c3nnc(-c4ccccc4)o3)C2)cc1 (stereo not given)	1.5	-2	/	-12	1	-0.3	-0.8	-0.8	-14
Cc1ccc(Sc2c(C)nn(C(=O)CNS(=O)(=O)c3ccc(F)cc3)c2C)cc1	0.8	5	2	36	0	0.1	-0.1	3.5	-9
CCCCC(=O)Nc1nnc(-c2ccco2)o1	0.0	1	4	4	-4	0.0	-0.4	1.0	4
CCNc1ccc2noc3c2c1C(=O)c1ccccc1-3	1.0	-105	0	-3	-31	0.8	-0.9	/	40
COc1ccc(-c2cc(C(=O)NNC(=O)c3csc(N4CCOCC4)n3)c3ccccc3n2)cc1	-0.6	-12	/	34	-3	5.7	-0.1	0.9	2
Cc1ccc(C(OCC(C)(C)C[N+](C)(C)C)c2ccccc2)cc1 (stereo not given)	3.6	0	6	-2	-4	-0.7	-0.6	-0.2	-5
CC(C)(C)c1cc(C(=O)N/N=C/c2ccc([N+](=O)[O-])s2)n[nH]1	-2.0	-37	7	11	-2	0.8	-0.5	0.4	i
O=S(=O)(c1ccc(Cl)s1)N1CCC2(CC1)OCCO2	-1.4	1	-3	17	0	0.9	-0.3	0.8	6
COc1ccc(OCC(=O)N/N=C(\CCC(=O)O)c2cccs2)cc1	0.9	0	-4	8	-2	0.3	-0.4	1.2	/
O=C(C1CCN(S(=O)(=O)c2cccc3cccnc23)CC1)N1CCCC1	-1.2	4	/	-1	-3	-0.7	-0.3	-0.6	-7
Clc1ccc(OCCCCSc2ncccn2)cc1	-0.5	0	-5	26	-4	-0.6	-1.6	/	-89
CC(C)Nc1nc(N(c2ccccc2)c2ccccc2)nc(-n2ccnc2)n1	-0.9	0	-1	0	-2	0.4	-0.2	/	-3
O=S(=O)(Nc1ccc(F)cc1)c1ccc(S(=O)(=O)N2CCOCC2)cc1	0.0	-3	/	-4	-7	0.4	i	1.2	-11
CN(CC(=O)Nc1ccc(F)c(F)c1F)C(=O)c1n[nH]c(=O)c2ccccc12	-0.9	-4	/	0	0	-1.4	i	0.1	1
CCC1(CC)Cc2ccccc2-c2nc(CN3CCOCC3)[nH]c(=O)c21	0.4	-2	0	-1	-5	-0.9	-0.4	/	-5
c1ccc(C[C@H]2CN=C(Nc3ccccc3)N2CC2CCCCC2)cc1	-0.5	-8	/	13	-1	-0.1	-0.4	-2.4	2
CCOC(=O)N1CCN(S(=O)(=O)N2CCCC(C(=O)NC(C)c3ccccc3)C2)CC1 (stereo not given)	1.1	2	1	-4	-1	-1.2	-1.9	-0.9	-4

Not a retest: 2 of the compounds above.
SMILES	PfHsp40 rescue	PrPC surface inh	SARS 3CLpro inh	Yp Topo-I inh	Anthrax LF inh2	BoNT A protease	Vc quorum ag	TcdB inh	SSB-PriA inh
Cc1ccsc1CNC12CC3CC(CC(C3)C1)C2	1.0	4	1	-13	-2	-0.1	i	1.3	-4
Cc1cccc(Nc2nc3c(S(=O)(=O)c4ccccc4)nnn3c3ccccc23)c1	-1.9	-2	-3	-4	2	0.1	-0.2	2.5	-13

Grouped by structure, the entries above with a tert-butyl group.
SMILES	PfHsp40 rescue	PrPC surface inh	SARS 3CLpro inh	Yp Topo-I inh	Anthrax LF inh2	BoNT A protease	Vc quorum ag	TcdB inh	SSB-PriA inh
C=CC[C@H](CC(=O)OC(C)(C)C)C(=O)OC[C@@H]1CCCN1C(=O)[C@@H](CC=C)CC(=O)N[C@H](CO)Cc1ccccc1	?	1	/	14	1	-0.4	-0.3	0.0	-3
CC(C)(C)c1cc(C(=O)N/N=C/c2ccc([N+](=O)[O-])s2)n[nH]1	-2.0	-37	7	11	-2	0.8	-0.5	0.4	i

(next part)
SMILES	PfHsp40 rescue	PrPC surface inh	SARS 3CLpro inh	Yp Topo-I inh	Anthrax LF inh2	BoNT A protease	Vc quorum ag	TcdB inh	SSB-PriA inh
COC(=O)C1(C)NC(c2ccccc2OC)C2C(=O)N(c3ccccc3)C(=O)C21 (stereo not given)	-1.4	2	-4	8	7	-0.1	i	0.9	-10
COC(=O)[C@]1(C)N[C@H](CN(C)C(=O)C2CCCCC2)[C@@H]2C(=O)N(Cc3ccccc3)C(=O)[C@@H]21	-2.2	4	/	-6	-9	-0.7	i	-0.3	-1
O=C1C=CN2CCOCC2C1 (stereo not given)	-1.1	6	/	6	-5	-0.2	-0.4	0.3	-10
COc1ccc(-c2noc(CCC(=O)NCc3ccco3)n2)cc1	-1.0	0	3	3	-3	0.0	5.3	1.0	-1
Cc1c(Cc2ccccc2)c(NCCCO)n2c(nc3ccccc32)c1C#N	/	-2	-1	15	/	/	i	0.3	-22
Cc1cc(=O)oc(C)c1C(=O)Nc1ccccc1F	-0.7	-1	-2	6	17	-0.2	-1.9	-1.4	-2
O=[N+]([O-])c1ccc(N2CCCCC2)s1	0.1	-42	5	-8	2	1.5	i	0.5	-4
CC(O)(c1ccc(F)c(F)c1)c1nc(-c2cccc(C#N)c2)cs1 (stereo not given)	/	-3	/	-10	-3	-0.3	-0.5	0.2	/
Cc1ccc(C)c(CSc2nnc(-c3cccnc3)o2)c1	3.9	0	5	5	-3	?	i	/	-17
CC(C)Cc1cc(C(=O)N(C)C2CCCN(Cc3ccccc3F)C2)n(C)n1 (stereo not given)	0.3	1	2	13	1	0.7	-0.4	0.5	-7
COc1ccc(CCN2C(=O)CN(Cc3ccccc3)CC2=O)cc1OC	-0.2	-2	0	14	1	-0.3	-0.4	0.4	-7
Nc1c(N(Cc2ccco2)C(=O)COc2ccccc2F)c(=O)[nH]c(=O)n1Cc1ccccc1	-2.2	6	/	0	-3	0.0	-0.5	0.3	-6
Cc1ccc(Cl)cc1N1CCN(C(=O)CCS(=O)(=O)c2cccc3nonc23)CC1	2.2	-21	5	18	-2	0.0	i	/	25
O=C(CCC(=O)OCC(=O)c1ccc(Cl)cc1)NC1CCCCC1	2.3	9	-3	5	?	?	-0.4	/	-5
COc1cccc(NC(=O)c2ccc(Cn3cc([N+](=O)[O-])cn3)o2)c1	-1.3	-9	-2	-1	-2	0.2	0.0	0.9	0
Cc1nnc(SCCn2c(N3CCN(C)CC3)nc3c2c(=O)[nH]c(=O)n3C)s1	-0.7	1	5	1	2	-0.9	-0.2	/	-1
CC(=O)OC1CCC2(C)C(=CCC3C2CCC2(C)C3CC3ON=C(C)C32)C1 (stereo not given)	0.0	-1	/	9	-7	-0.2	-1.0	0.0	-11
CCOC(=O)c1cnc2c(C(=O)OC)cccc2c1NCc1cccnc1	1.1	-11	0	5	-1	-0.2	0.7	0.7	-5
